CHX counter: affects cycloheximide protein synthesis inhibition readout, counter-screen | hit rate 12% among 300,000 | max response, % | cell reporter, cycloheximide protein synthesis inhibition counterscreen | AID 2314; in the data active = max response mostly above about 13%, no sharp cut-off; inactive = mostly below about 14%; note: read at 38.3 µM for the half of the compounds with a filed dose; 0% is about no effect
Pf growth 48h: P. falciparum growth inhibition at 48 hours (one generation); P. falciparum luciferase growth in erythrocytes, 48 h; hit rate 5.9% among 310,000; Potency, µM (titrated, usually from 28.7 µM), for inactives: top-dose activity change, negative = inhibition, hits mostly inhibitors; note: potency is the fitted concentration of half-maximal effect; % is set by controls: 0 for no effect and ±100 for the full control effect
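Growth was read as firefly luciferase luminescence after a 48 h, 37 C, 5% CO2 exposure of compounds to reporter-bearing P. falciparum cultures (0.1% parasitemia, 2% hematocrit final) in Albumax-supplemented RPMI 1640.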
Shiga inhibitor: inhibitors of Shiga toxin in Vero cells; inhibition, % at 38.7 µM; hit rate 9.2% among 290,000; Vero cells, Shiga toxin protein synthesis inhibition reporter; AID 2315; in the data active = inhibition mostly above about 28%, no sharp cut-off; inactive = mostly below about 43%; note: 0% is about no effect
Pf growth 96h: P. falciparum growth inhibition at 96 hour, primary screen for plastid delayed-death inhibitors. P. falciparum luciferase reporter growth, 96 h. Potency, µM (doses to about 28.7 µM), for the others: top-dose activity change, negative = inhibition, actives largely listed as inhibitors. hit rate 6.9% among 320,000. AID 504834; note: potency is the fitted concentration of half-maximal effect; % is set by controls: 0 for no effect and ±100 for the full control effect
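Erythrocytes infected with luciferase-expressing P. falciparum were dispensed at 2% hematocrit and 0.05% parasitemia (final), then incubated with compounds 96 hours at 37 C in 5% CO2. Luminescence after detection reagent addition reported growth.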
LmPK inh: LmPK (Leishmania mexicana) enzyme inhibition. purified LmPK, Kinase-Glo ATP luminescence, 1 h. hit rate 0.37% among 290,000. Potency, µM (highest dose often 57.5 µM), for inactives: top-dose activity change, negative = inhibition, most hits filed as inhibitors; note: potency is the fitted concentration of half-maximal effect; % is set by controls: 0 for no effect and ±100 for the full control effect
Target sequence (Q27686 whole entry, looked up): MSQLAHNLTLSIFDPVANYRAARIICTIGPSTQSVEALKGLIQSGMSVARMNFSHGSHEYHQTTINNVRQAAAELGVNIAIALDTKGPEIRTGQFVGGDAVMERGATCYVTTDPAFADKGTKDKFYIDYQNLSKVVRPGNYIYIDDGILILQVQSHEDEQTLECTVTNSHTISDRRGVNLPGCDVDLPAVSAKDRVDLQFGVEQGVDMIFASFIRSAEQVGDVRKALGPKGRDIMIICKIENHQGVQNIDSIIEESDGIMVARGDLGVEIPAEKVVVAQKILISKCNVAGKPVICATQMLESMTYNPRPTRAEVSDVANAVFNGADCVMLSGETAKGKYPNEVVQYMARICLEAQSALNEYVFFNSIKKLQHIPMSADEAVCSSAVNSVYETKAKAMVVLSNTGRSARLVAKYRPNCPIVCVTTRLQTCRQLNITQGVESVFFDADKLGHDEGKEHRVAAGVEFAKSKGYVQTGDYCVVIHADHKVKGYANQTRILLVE
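Purified LmPK (0.1 nM) converted ADP (0.1 mM) to ATP with PEP (0.5 mM) in imidazole buffer pH 7.2 with KCl and MgCl2, 1 h at room temperature. ATP was read by Kinase-Glo luminescence; data normalized to uninhibited and no-enzyme controls.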
Tb PYK inh: T. brucei pyruvate kinase inhibition | Potency, µM (top dose mostly 76.8 µM), for the others: at the highest dose activity, negative = inhibition, actives largely listed as inhibitors | hit rate 0.12% among 410,000 | TbPYK enzyme, Kinase-Glo Plus ATP luminescence, 45 min; note: potency is the fitted concentration of half-maximal effect; % is set by controls: 0 for no effect and ±100 for the full control effect; nearly all actives have a fitted effect of over 50% in size
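TbPYK + substrate in 50 mM TEA pH 7.2, 100 mM KCl, 10 mM MgCl2, 0.05% BSA, 0.01% Tween-20; cpd pinned; ADP 130 uM final; 45 min RT; Kinase-Glo Plus 10 min; luminescence endpoint.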
AmpC inh no detg: blocks E. coli AmpC beta-lactamase in detergent-free assay. P00811. AmpC nitrocefin hydrolysis, absorbance 480 nm, 0.0001% Triton. Potency, µM (titrated, usually from 57.1 µM), inactives show at the highest dose activity change, negative = inhibition, most hits filed as inhibitors. hit rate 0.52% among 330,000;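 note: potency is the fitted concentration of half-maximal effect; plate controls were no compound for no effect and no enzyme for full effect; nearly all actives have a fitted effect of over 20% in size; some results filed as inactive show a strong effect at the top dose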
Target sequence (P00811 whole entry, looked up): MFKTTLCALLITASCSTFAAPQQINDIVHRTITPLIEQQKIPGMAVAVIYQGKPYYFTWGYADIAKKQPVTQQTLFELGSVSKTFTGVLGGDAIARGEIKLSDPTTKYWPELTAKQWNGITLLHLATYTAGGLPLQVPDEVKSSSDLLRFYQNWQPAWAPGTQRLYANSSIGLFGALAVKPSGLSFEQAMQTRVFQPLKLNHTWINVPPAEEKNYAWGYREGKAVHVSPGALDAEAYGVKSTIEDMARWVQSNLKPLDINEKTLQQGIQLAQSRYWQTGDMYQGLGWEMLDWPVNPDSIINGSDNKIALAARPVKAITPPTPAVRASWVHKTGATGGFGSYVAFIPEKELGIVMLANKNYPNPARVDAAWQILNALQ
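20 mM phosphate pH 7.0 + 0.01% (detergent screen) or 0.0001% Triton X-100; 5.3 nM AmpC reagent; cpd preinc 15 min RT; nitrocefin (800 uM stock) to start; A480 q20 s × 4 min; Activity was normalised to no-enzyme and no-compound control wells.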
* = called active by the depositor; ? = inconclusive; / = no result given; [ ] = another dose, or the depositor's remark. Unless noted, calls come from the whole dose curve; as a rule, active = well fitted curve in the direction sought with a large enough effect; inconclusive = small, poorly fitted or top-dose-only effect, or another doubt; inactive = no such curve, though single readings can be large; an effect the other way counts as inactive or inconclusive.

| canonical_smiles | CHX counter | Pf growth 48h | Shiga inhibitor | Pf growth 96h | LmPK inh | Tb PYK inh | AmpC inh no detg |
| --- | --- | --- | --- | --- | --- | --- | --- |
| COC(=O)CN(c1cccc(C)c1)S(=O)(=O)c1ccccc1 | -1 | 1% | -9 | ? | -10% | -3% | -6% |
| C=C1CCN([C@H](C(=O)NCc2ccc(Cl)cc2)C(C)C)S(=O)(=O)c2ccccc21 | -7 | 48%[activator] | -6 | ? | 3% | 5% | -11% |
| Nc1ccc(C(=O)NCCCSc2ccccc2)cc1[N+](=O)[O-] | 2 | -5% | -9 | ? | -2% | -5% | -35% |
| O=C1C2C3C=CC(C2C(=O)N1c1nccs1)C1C(=O)N(c2nccs2)C(=O)C31 (stereo not given) | -1 | 8% | 53 | 6% | 8%[11.5 µM] | 32% | -22% |
| CC(C)C[C@@H]1NC(=O)[C@H](Cc2ccc(O)cc2)NC(=O)[C@H](CCC(N)=O)NC(=O)c2cc([N+](=O)[O-])cc(I)c2NCC[C@@H](C(N)=O)NC1=O | -5 | 31%[activator] | 6 | 0% | 4% | / | 17% |
| Cc1nnc(SCC(=O)N(CC(C)C)C2CCS(=O)(=O)C2)s1 (stereo not given) | / | 0% | / | 0% | / | -4% | -12% |
| O=C(/C=C/c1cccc([N+](=O)[O-])c1)c1ccc2c(c1)OCCO2 | -1 | -19% | -6 | ? | 1% | -4% | -5% |
| NS(=O)(=O)c1ccc(NC(=S)Nc2ccc(Br)c(Cl)c2)cc1 | -2 | ? | -4 | ? | -3% | -18% | ? |
| N#Cc1cn(Cc2cccc(Cl)c2)c2ccccc12 | -3 | 9.3µM* | 5 | 6% | 0% | -1% | -41% |
| CN(C(=O)c1cncc(Br)c1)C1C2CC3CC(C2)CC1C3 (stereo not given) | 19* | ? | 25 | ? | -5% | -13% | 12% |
| CCC(C)NC(=O)c1csc2c1CCCCC2 (stereo not given) | -1 | 8% | -7 | / | -8% | 0% | -2% |
| CCOc1ccc(-c2c(C(=O)N/N=C/c3ccc(O)cc3)nnn2-c2nonc2N)cc1 | -3 | 5% | 29 | 35%[activator] | 3% | -4% | -38% |
| CC(=O)NC(C)C(c1cccs1)N1CCN(c2ccccc2)CC1 (stereo not given) | 1 | 11% | -14 | 17% | 3% | -9% | 7% |
| CCOC(=O)c1cc(NC(=O)Nc2nc3ccccc3s2)c(C)nc1C | 0 | 17% | -11 | 43%[activator] | 1% | -2% | -20% |
| O=C(Nc1ccc(S(=O)(=O)N2CCN(c3ccccc3)CC2)cc1)c1cccs1 | -5 | / | 36 | ? | -8% | 2% | 13% |
| O=C(c1c(Cl)nc2sccn12)N1CCN(c2cccc(Cl)c2)CC1 | 1 | 0% | 16 | -2% | -3% | -1% | 8% |
| CC(C)C[C@H](NC(=O)c1[nH]cnc1C(=O)N[C@@H](Cc1ccccc1)C(=O)OCc1ccccc1)C(=O)OCc1ccccc1 | 0 | ? | 17 | ? | -5% | 4% | -25% |
| Cc1ccc(Cn2nnc3c(=O)[nH]c(C4CCN(S(=O)(=O)c5ccc(F)cc5)CC4)nc32)cc1 | 3 | -5% | 6 | / | -2% | 5% | 9% |
| O=C(CCC(=O)Nc1nnc(C2CCCCC2)s1)Nc1ccccc1 | 1 | 22% | 5 | 9% | 1% | -5% | -12% |
| COC(=O)[C@@H]1C[C@@H]2CC[C@@H](O)C[C@@H]2N1Cc1ccc(Cl)cc1 | -4 | ? | 1 | ? | 2% | -5% | 25% |

Reprinted at random: four entries already listed.
| canonical_smiles | CHX counter | Pf growth 48h | Shiga inhibitor | Pf growth 96h | LmPK inh | Tb PYK inh | AmpC inh no detg |
| --- | --- | --- | --- | --- | --- | --- | --- |
| O=C(/C=C/c1cccc([N+](=O)[O-])c1)c1ccc2c(c1)OCCO2 | -1 | -19% | -6 | ? | 1% | -4% | -5% |
| CCOc1ccc(-c2c(C(=O)N/N=C/c3ccc(O)cc3)nnn2-c2nonc2N)cc1 | -3 | 5% | 29 | 35%[activator] | 3% | -4% | -38% |
| O=C1C2C3C=CC(C2C(=O)N1c1nccs1)C1C(=O)N(c2nccs2)C(=O)C31 (stereo not given) | -1 | 8% | 53 | 6% | 8%[11.5 µM] | 32% | -22% |
| CN(C(=O)c1cncc(Br)c1)C1C2CC3CC(C2)CC1C3 (stereo not given) | 19* | ? | 25 | ? | -5% | -13% | 12% |

Further compounds:
| canonical_smiles | CHX counter | Pf growth 48h | Shiga inhibitor | Pf growth 96h | LmPK inh | Tb PYK inh | AmpC inh no detg |
| --- | --- | --- | --- | --- | --- | --- | --- |
| COc1ccc(Cl)cc1NC(=O)CN(C)C(=O)c1cn(-c2ccccc2)nc1-c1cccnc1 | / | ? | / | 10µM* | / | 1% | 204%[activator] |
| O=C(Cn1ncn2c(cc3cc(F)ccc32)c1=O)N1CCC2(CC1)OCCO2 | -2 | 9% | -4 | 39%[activator] | 0% | -2% | -9% |
| CCOC(=O)CNC(=O)N1CCc2ccc(NC(=O)c3ccccc3Cl)cc2C1 | 2 | 0% | 8 | -3% | 1% | -1% | -11% |
| O=C(NCCCCNC(=O)c1ccccc1F)c1ccccc1F | -4 | -4% | -4 | ? | -6% | 2% | 2% |
| CCN(CC(=O)Nc1c(F)cccc1F)C(=O)c1ccccc1F | -1 | / | 2 | 17% | -4% | 2% | -15% |
| Cc1ccccc1C(=O)NCCSc1ccccc1 | 32* | / | 93 | 251%[activator] | -12% | 0% | -14% |
| CCN(CC)CCN1C(=O)C(=O)/C(=C(/O)c2c(C)[nH]c(C(=O)OC)c2C)C1c1ccccc1OC (stereo not given) | -3 | 13% | -2 | ? | 0% | 9% | -31% |
| O=S(=O)(c1ccccc1)N1CCN(Cc2cc3c(cc2Br)OCCO3)CC1 | / | ? | / | ? | / | 2% | -44% |
| CSc1nnc2c3c4c(sc3c(=O)n(-c3ccccc3)n12)CC(C)(C)OC4 | -2 | 0.74µM* | -4 | / | -1% | -2% | 53% |
| O=C(CN1CCN(Cc2ccccc2Cl)CC1)N/N=C/c1ccco1 | -1 | 0% | 9 | 15% | 5% | 4% | 87%[activator] |
| COc1ccc([N+](=O)[O-])cc1NC(=O)CC1SC(=Nc2cccc(C)c2C)N(/N=C(\C)c2ccc(C)cc2)C1=O (stereo not given) | -2 | ? | 16 | ? | 1% | -10% | -21% |
| O=C1CC2C(CC(OC(=O)c3ccc(-c4ccccc4)cc3)C2CO)O1 (stereo not given) | 30* | 132%[activator] | 49* | / | 5% | -4% | 83%[activator] |
| COC(=O)c1cc(-c2ccccc2)c2c(=O)n(C)c(=O)n(C)c2n1 | 1 | 14% | -7 | -6% | -3% | / | -22% |
| O=C1CC2(CCN(C(=O)c3cccc(F)c3)CC2)Oc2ccccc21 | / | -8% | / | -13% | / | -1% | -5% |
| Cc1ccc(S(=O)(=O)N(C)C)cc1NC(=O)CSc1nc2ccccc2[nH]1 | -2 | ? | -11 | 9.3µM* | 2% | 5% | -29% |
| COc1ccccc1NC(=O)COc1ccc(C(=O)OCC(=O)N(C(C)C)C(C)C)cc1OC | -4 | / | -12 | ? | 1% | 5% | 108%[activator] |
| O=C(NCc1ccccc1)c1cc(S(=O)(=O)N2CCC3(CC2)OCCO3)ccc1F | -6 | 0% | 11 | 5% | 4% | 4% | 15% |
| C=CCN1C(=O)/C(=C2/Sc3ccc(OC)cc3N2C)SC1=Nc1cccc(O)c1 | 2 | 0% | -8 | -23% | -2% | 5% | -22% |
| O=C1c2cccnc2C(O)N1Cc1ccco1 (stereo not given) | -2 | 9% | -10 | ? | -1% | -3% | -4% |
| O=C(Nc1ccc(Cl)c(S(=O)(=O)N2CCOCC2)c1)c1ccccc1-c1ccc(C(F)(F)F)cc1 | 6 | ? | 17 | ? | 0% | 3% | -14% |

Part of the list above with just LmPK inh and Pf growth 96h.
smiles	LmPK inh	Pf growth 96h
CN(C(=O)c1cncc(Br)c1)C1C2CC3CC(C2)CC1C3 (stereo not given)	-5%	?
CCC(C)NC(=O)c1csc2c1CCCCC2 (stereo not given)	-8%	/
CCOc1ccc(-c2c(C(=O)N/N=C/c3ccc(O)cc3)nnn2-c2nonc2N)cc1	3%	35%[activator]
CC(=O)NC(C)C(c1cccs1)N1CCN(c2ccccc2)CC1 (stereo not given)	3%	17%
CCOC(=O)c1cc(NC(=O)Nc2nc3ccccc3s2)c(C)nc1C	1%	43%[activator]
O=C(Nc1ccc(S(=O)(=O)N2CCN(c3ccccc3)CC2)cc1)c1cccs1	-8%	?
O=C(c1c(Cl)nc2sccn12)N1CCN(c2cccc(Cl)c2)CC1	-3%	-2%

Following part.
| canonical_smiles | CHX counter | Pf growth 48h | Shiga inhibitor | Pf growth 96h | LmPK inh | Tb PYK inh | AmpC inh no detg |
| --- | --- | --- | --- | --- | --- | --- | --- |
| NS(=O)(=O)c1ccc(N/C=C\C(=O)c2ccc3ccccc3c2)cc1 | 31* | 35%[activator] | 18 | 22% | -4% | -3% | -57% |
| CC(=O)Nc1cc(C)c(S(C)(=O)=O)c(C)c1 | -2 | 5% | -2 | -3% | -3% | 3% | -19% |
| C(#CC1CCCCC1)c1ccc2c(c1)COc1c3ccccc3nn1-2 | -4 | 4% | 21 | 4% | -3% | -5% | -18% |
| Cc1nc(-n2ncc(C#N)c2N)c2c3c(sc2n1)CCC3 | -2 | / | -13 | 29% | -4% | -5% | -25% |
| O=C(N/N=C\c1ccc(Cl)cc1Cl)c1sccc1-n1cccc1 | 1 | -19% | 18 | ? | 2% | -4% | -46% |
| Nc1ncnc2c1ncn2[C@H]1C[C@H](O)[C@@H](CO)O1 | -4 | -21% | -7 | -4% | -3% | -8% | -13% |
| CN(C)c1cccc(/C=C(\C#N)c2ccccc2)c1 | 42* | 237%[activator] | 77* | 193%[activator] | -10% | 2% | -41% |
| COc1ccc(OC)c(CNc2ccc(F)c(Cl)c2)c1 | -2 | 7% | -16 | / | -8% | 2% | -27% |
| Cc1cccc(N2C(=O)c3cccc4c(N)ccc(c34)C2=O)c1 | -4 | -21% | -13 | ? | 1% | -3% | -54% |
| Cc1c(Nc2c3c(c(C#N)c4nc5ccccc5n24)CCC3)c(=O)n(-c2ccccc2)n1C | -4 | -2% | 16 | 13% | 0% | / | -16% |
| CCCn1nnnc1SCC(=O)Nc1cccc(NC(=O)c2ccco2)c1 | 10 | 1% | -3 | 45%[activator] | -5% | 0% | -37% |
| CCCCCC1CC(CC(C)C(=O)Nc2nncs2)C(=O)O1 (stereo not given) | -2 | ? | -8 | ? | -3% | -2% | -9% |

Not a hit list (roughly 22% active in at least one column).
